From PubChem BioAssay
MITF inh: MITF inhibitors, primary screen, biochemical, AlphaScreen, human. Microphthalmia-associated transcription factor (Homo sapiens), O75030. AlphaScreen MITF homodimerization, bead proximity signal. inhibition, % at 2.6 µM. actives 0.91% (n = 650,000); in the data active means inhibition above about 50%;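 further: 0% = vehicle wells with protein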
FBW7 act: FBW7 E3 ligase activators, primary screen, biochemical, AlphaScreen, human; F-box/WD repeat-containing protein 7 (Homo sapiens), Q969H0; AlphaScreen FBW7–phospho-cyclin E peptide binding, activator screen; normalized activity (activation), % at 26.1 µM; actives 0.13% (n = 650,000); in the data active means normalized activity above about 1.9%;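 further: purified mutant Fbw7 with reduced substrate affinity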
Target sequence (Q969H0 whole entry, looked up): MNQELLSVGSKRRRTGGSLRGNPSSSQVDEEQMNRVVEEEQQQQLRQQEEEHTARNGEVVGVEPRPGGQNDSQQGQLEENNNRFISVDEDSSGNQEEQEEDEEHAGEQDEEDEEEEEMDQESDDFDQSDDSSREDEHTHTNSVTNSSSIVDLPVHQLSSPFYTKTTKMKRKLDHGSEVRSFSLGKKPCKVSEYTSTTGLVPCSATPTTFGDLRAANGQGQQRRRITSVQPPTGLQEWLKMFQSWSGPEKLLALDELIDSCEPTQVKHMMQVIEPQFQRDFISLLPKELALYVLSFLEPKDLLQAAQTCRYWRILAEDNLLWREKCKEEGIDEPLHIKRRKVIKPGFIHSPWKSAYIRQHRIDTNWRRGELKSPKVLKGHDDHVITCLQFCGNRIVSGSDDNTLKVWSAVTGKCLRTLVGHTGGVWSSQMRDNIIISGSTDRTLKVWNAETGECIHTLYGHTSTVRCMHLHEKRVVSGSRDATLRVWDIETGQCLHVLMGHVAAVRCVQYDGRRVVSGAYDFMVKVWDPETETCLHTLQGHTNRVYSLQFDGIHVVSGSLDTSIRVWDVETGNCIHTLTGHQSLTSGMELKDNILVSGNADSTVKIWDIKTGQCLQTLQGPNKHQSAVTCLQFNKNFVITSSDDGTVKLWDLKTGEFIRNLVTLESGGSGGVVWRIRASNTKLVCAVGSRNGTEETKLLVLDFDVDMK
GPR151 activ: activators of human GPR151, primary screen, cell-based, PathHunter beta-arrestin, luminescence; activation, % at 11.2 µM; AID 1508602, 2020; actives 1% (n = 650,000); PathHunter beta-arrestin GPR151 cells; in the data active means activation above about 4.9%;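 further: 0% = median of compound wells and 100% = cells with positive control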
TEAD-YAP inh: TEAD-YAP interaction inhibition, primary screen, TEAD-YAP interaction inhibitor project, luminescence, HEK-TIYL cells. TEAD-Gal4/YAP UAS-luciferase luminescence. inhibition, % at 9.12 µM. actives 1.4% (n = 640,000). AID 1259422, 2018; in the data active means inhibition above about 32%;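 further: 0% = median of test compound wells and 100% = reference inhibitor wells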
Starred values were filed as active, the others as inactive.

# | Molecule | MITF inh | FBW7 act | GPR151 activ | TEAD-YAP inh
1 | O=C(COc1cccc([N+](=O)[O-])c1)N/N=C/c1ccc(O)c([N+](=O)[O-])c1 | 14 | -0.1 | -0.4 | 14
2 | CC(=O)N(CC(=O)Nc1sc(C)c(C)c1C(N)=O)Cc1ccc(F)cc1 | 6 | 0.1 | 0.0 | 8
3 | Cc1ccc2nc(N3CCC(NCC(C)C)CC3)nc(C)c2c1 | -9 | -0.1 | 7.9* | 0
4 | CCCCOc1ccc(C2C(C(=O)Nc3ccccc3)=C(C)Nc3ncnn32)cc1 (stereo not given) | -13 | -0.1 | 1.8 | 1
5 | Cc1c(C(=O)Nc2cccc(Cl)c2)sc2ncn(CC(=O)N3CCCC(C)C3)c(=O)c12 (stereo not given) | 17 | 0.4 | -0.5 | 4
6 | Cc1ccc(S(=O)(=O)Nc2ccc(Br)cn2)cc1 | 6 | -0.1 | -0.1 | -4
7 | CC1=NN2C(=O)NC(C(F)(F)F)(C(F)(F)F)N=C2S1 | 18 | 0.1 | -0.9 | -3
8 | CCOc1ccc(C2c3c(oc4ccccc4c3=O)C(=O)N2c2nnc(C)s2)cc1OC (stereo not given) | 18 | 0.1 | 0.7 | -6
9 | CC(Sc1nc(-c2ccccc2)cc(C(F)(F)F)n1)C(=O)N1CCOCC1 (stereo not given) | -3 | -0.1 | 0.9 | -1
10 | COc1ccc(-c2cc(C(F)(F)F)n3nc(C(=O)Nc4sc5c(c4C(N)=O)CCC(C(C)(C)C)C5)cc3n2)cc1 (stereo not given) | 5 | -0.1 | -0.5 | 1
11 | COc1ccc(C2CC(=O)C3=C(C2)Nc2ccccc2NC3c2ccccc2OC(C)C)cc1OC (stereo not given) | 11 | 0.7 | 0.6 | -21
12 | Nc1nc(N)c2[nH]c(SCC(=O)O)nc2n1 | -5 | -0.1 | 2.0 | -2
13 | CC1=C(C(=O)OC(C)(C)C)C(c2ccc(Cl)cc2)C(C#N)=C(SCC(=O)Nc2ccc(C)cc2)N1 (stereo not given) | 8 | -0.1 | 1.8 | -7
14 | CCOC(=O)c1sc(NS(C)(=O)=O)nc1C | 1 | -0.1 | -0.8 | -8
15 | CCN(CC)S(=O)(=O)c1ccc2[nH]c3nc(SCC(=O)c4ccc(Cl)cc4)nnc3c2c1 | -5 | -0.1 | 0.4 | -1
16 | Cn1nnnc1SCC(=O)Nc1ccc2nc(SCc3ccc(Br)cc3)sc2c1 | -3 | 0.1 | 0.0 | 2
17 | Cc1nc(NC(=O)COC(=O)C2=NNC(=O)CC2)c(Cl)cc1Cl | 4 | -0.1 | 0.4 | -2
18 | COc1ccccc1CC1CC(=O)N(c2cc(C)ccc2C)C1=O (stereo not given) | 21 | 0.1 | 1.1 | 1
19 | Cc1ccc(Cn2nc(C)c(NC(=O)CCCn3nc(C)c([N+](=O)[O-])c3C)c2C)cc1 | 10 | -0.1 | -0.1 | 1
20 | CCC(C)NC(=S)NC(=O)c1ccco1 (stereo not given) | -1 | -0.1 | -2.3 | 12
21 | O=C(c1nn2c(C(F)(F)F)cc(-c3ccccc3)nc2c1Cl)N1CCCC1 | -1 | 0.0 | -0.4 | -9
22 | CN(CC(=O)N1CCOCC1)S(=O)(=O)c1cccs1 | 2 | 0.2 | 3.1 | -8
23 | CC(C)(C)c1ccc(C(=O)N2CCN(c3ccc(S(C)(=O)=O)cc3)CC2)cc1 | 19 | -0.2 | 0.4 | -1
24 | CC12CCC(C(=O)Nc3cccc(Cl)c3Cl)(CC1=O)C2(C)C (stereo not given) | 18 | 0.5 | -0.9 | 9
25 | Cc1sc2nc3c(C(=O)NCc4ccccc4)cccn3c(=O)c2c1C | -2 | 0.1 | 3.9 | 0
26 | CS(=O)(=O)c1ccccc1C(=O)NN1C(=O)c2cccc3cccc(c23)C1=O | 0 | 0.1 | -0.1 | -1
27 | CN1CCOCCN(C)C1=S | -5 | 0.1 | -1.2 | -18
28 | Cn1cc(Br)c(C(=O)Nc2ccc(Cl)cc2Cl)n1 | 6 | 0.1 | 0.8 | -5
29 | Cc1ccc(CN2CCc3nc4ccccc4n3CC2=O)cc1 | -13 | -0.4 | -0.9 | -20
30 | COCCn1c(=S)[nH]c2cc(C(=O)NCCc3ccccc3)ccc2c1=O | 0 | 0.0 | -1.4 | -2
31 | COc1ccc(-c2csc3nc(SCC(=O)NCCOc4ccccc4)n(-c4ccccc4)c(=O)c23)cc1 | 6 | 0.0 | -0.7 | 4
32 | COc1cc(NC2CCC(C)CC2)cc(OC)c1OC (stereo not given) | 21 | 0.0 | -0.1 | 7
33 | CCOC(=O)c1cnc2cc(Cl)c(OC)cc2c1NC(C)CC (stereo not given) | -11 | 0.3 | 1.3 | -3
34 | Cc1ccc(NC(=O)CC2SC(=NC3CCCCC3)NC2=O)c(C)c1 (stereo not given) | 2 | -0.2 | -0.5 | -6
35 | CCC(=O)Nc1cc(-c2nnc(OC)c3ccccc23)ccc1N1CCOCC1 | -4 | 0.0 | -1.1 | -4
36 | COC(=O)c1ccc(NC(=O)CCCOc2ccc(C)cc2)cc1 | 6 | 0.1 | 1.7 | 5
37 | CCC(=O)N(Cc1ccc(OC)cc1)Cc1cc2ccc(OC)cc2[nH]c1=O | -9 | -0.3 | -1.6 | -3
38 | CN(C(=O)Cc1ccccc1)c1nnc(C23CC4CC(CC(C4)C2)C3)s1 | -10 | -0.2 | 0.0 | 5
39 | COc1cc(Br)c(C2C(C#N)=C(N)Oc3n[nH]c(C(C)(C)C)c32)cc1OC (stereo not given) | 6 | -0.2 | 0.0 | -4
40 | COc1ccc(-n2cnc3ccccc3c2=O)cc1OC | 4 | -0.1 | -0.1 | -8
41 | COc1cc(OC)cc(C(=O)N/N=C\c2ccc(OCC(N)=O)cc2)c1 | 8 | 0.1 | 0.3 | 56*
42 | Cc1ccc(NC(=O)C(C)N2c3cccc4cccc(c34)S2(=O)=O)cc1C (stereo not given) | 22 | 1.0 | 0.7 | -10
43 | Cc1cccc(NC(=O)c2ccc(F)c(S(=O)(=O)NC3CCCC3)c2)c1 | 0 | 0.1 | -2.3 | 3
44 | COc1ccc(NC(=O)CN(CCc2ccccc2)S(=O)(=O)c2ccccc2)cc1 | -7 | 0.1 | 0.3 | 8
45 | CC(=O)c1ccc(N2C(=O)C3C(C2=O)C2(CO)C=CC3(C)O2)cc1 (stereo not given) | 9 | -0.1 | 5.5* | 1

Entries of single compounds as entered above. Order of screens: MITF inh, FBW7 act, GPR151 activ, TEAD-YAP inh
Cc1ccc(NC(=O)CC2SC(=NC3CCCCC3)NC2=O)c(C)c1 (stereo not given) in the list: 2, -0.2, -0.5, -6
CN(C(=O)Cc1ccccc1)c1nnc(C23CC4CC(CC(C4)C2)C3)s1 in the list: -10, -0.2, 0.0, 5
COc1ccc(-n2cnc3ccccc3c2=O)cc1OC in the list: 4, -0.1, -0.1, -8

More structures follow.
# | Molecule | MITF inh | FBW7 act | GPR151 activ | TEAD-YAP inh
46 | Cc1cccc(-n2nc3c(c2NC(=O)c2cc(Br)ccc2Cl)CSC3)c1C | -14 | 0.1 | 1.2 | 2
47 | COC(=O)CSc1cc([N+](=O)[O-])ccc1C(N)=O | 8 | 0.1 | 0.8 | 10
48 | Cc1ccc(N2C(=O)c3cccc([N+](=O)[O-])c3C2=O)cc1C | -3 | -0.2 | 1.9 | -2
49 | Cc1cc(C(=O)O/N=C(\N)c2ccc(Cl)cc2)ccc1[N+](=O)[O-] | -7 | 0.1 | -1.0 | -5
50 | CCCCCOc1ccc(NC(=O)c2c(C)cc(C)cc2C)cc1 | 14 | 0.0 | 0.1 | -23
51 | CCN1C(=O)C(=O)N(CC(=O)NC(C)CCc2ccccc2)C1=O (stereo not given) | 14 | 0.1 | 0.4 | 4
52 | O=C1c2ccccc2CN1CCNC(=S)NC1CCCCC1 | 5 | 0.0 | 0.2 | -25
53 | N/C(=N\c1nc(-c2ccccc2)cc(=O)[nH]1)Nc1ccccc1 | 15 | 0.1 | -1.1 | 8
54 | N#Cc1c(N2CCCC2)nc(N)c2c(N)nc3c(c12)CC(=O)N3c1cccc(F)c1 | -5 | 0.0 | -0.8 | -5
55 | CCc1ccc2oc(-c3ccccc3)cc(=NCC(=O)O)c2c1 | 14 | -0.1 | -3.2 | 32*
56 | CCCN1CCc2c(sc(NC(C)=O)c2C#N)C1 | -2 | 0.1 | -0.2 | -15
57 | Cc1nc2nc[nH]n2c(=O)c1CCC(=O)N1CCC(C)CC1 | 11 | -0.1 | 1.6 | 1
58 | COc1ccc(C(CNS(=O)(=O)c2ccc(OC)cc2)N2CCN(C)CC2)cc1 (stereo not given) | 3 | 0.0 | -0.8 | 1
59 | COC(=O)C1C(c2ccc(Br)cc2)Nc2nnc(C(F)(F)F)n2C1(C)O (stereo not given) | 4 | 0.3 | 3.2 | -4
60 | COC(=O)C1=C(C)N(C)C(C)=C(C(=O)OC)C1c1ccc(C)s1 | 11 | 0.5 | 0.5 | 3
61 | CCOC(=O)C1=CN(Cc2ccc(OC)c(OC)c2)C=C(C(=O)OCC)C1c1ccc2c(c1)OCO2 | -2 | 0.1 | 0.5 | -8
62 | COc1ccc(-n2c(C)nc3cc(C(=O)NC4CCCC4)ccc32)cc1 | -9 | -0.2 | 1.8 | -8
63 | CCOC(=O)c1cnc2c(C(=O)OCC)cnn2c1N | -12 | 0.0 | 0.8 | -7
64 | O=C(NC1(c2ccc3c(c2)OCO3)CCCC1)c1ccncc1 | 9 | 0.1 | 0.7 | 4
65 | CCCCc1ccc(OCC(=O)NNC(=O)c2cc3cc(Br)ccc3oc2=O)cc1 | 9 | 0.0 | -1.8 | 3
66 | COc1ccc(Br)cc1C(=O)N/C(=C\c1ccc([N+](=O)[O-])cc1)C(=O)Nc1cccc(Cl)c1C | -4 | 0.1 | -0.2 | 2
67 | O=S(=O)(NCC(c1cccnc1)N1CCOCC1)c1ccc(F)cc1 (stereo not given) | 4 | -0.1 | -2.3 | -9
68 | O=C(Nc1ccccc1-c1nc2ccccc2[nH]1)c1cc([N+](=O)[O-])cc([N+](=O)[O-])c1 | -6 | 0.0 | 0.2 | -1
69 | Cc1ccc(-c2noc(-c3ccccc3Cl)n2)cc1 | 7 | -0.1 | 2.1 | -60
70 | Cc1cccc(-c2ccc(NC(=O)C3CCN(Cc4nccs4)CC3)cc2)c1 | -5 | 0.0 | -0.9 | -2
71 | CCOc1ccc(N=CC2=C(O)CC(c3ccco3)CC2=O)cc1 (stereo not given) | -16 | -0.1 | 1.1 | 8
72 | COc1cc(CN2CCc3nnc(CNC(=O)c4ccccn4)n3CC2)cc2c1OCO2 | 1 | -0.1 | -0.2 | 5
73 | Cc1ccc(N(CC(=O)Nc2ccc(C(C)C)cc2)S(C)(=O)=O)cc1Cl | 0 | 0.0 | 0.8 | 1
74 | O=C(Cn1nc(-c2ccc(F)cc2)ccc1=O)Nc1ccc(F)cc1 | 16 | 1.1 | -0.6 | -6
75 | CC(C)Cn1cc(C(=O)N(C)Cc2ccccc2)c2c3ccccc3n(C)c2c1=O | 16 | 0.1 | 1.1 | 27

6 entries picked at random from the list so far, as already listed:
# | Molecule | MITF inh | FBW7 act | GPR151 activ | TEAD-YAP inh
63 | CCOC(=O)c1cnc2c(C(=O)OCC)cnn2c1N | -12 | 0.0 | 0.8 | -7
66 | COc1ccc(Br)cc1C(=O)N/C(=C\c1ccc([N+](=O)[O-])cc1)C(=O)Nc1cccc(Cl)c1C | -4 | 0.1 | -0.2 | 2
69 | Cc1ccc(-c2noc(-c3ccccc3Cl)n2)cc1 | 7 | -0.1 | 2.1 | -60
64 | O=C(NC1(c2ccc3c(c2)OCO3)CCCC1)c1ccncc1 | 9 | 0.1 | 0.7 | 4
67 | O=S(=O)(NCC(c1cccnc1)N1CCOCC1)c1ccc(F)cc1 (stereo not given) | 4 | -0.1 | -2.3 | -9
73 | Cc1ccc(N(CC(=O)Nc2ccc(C(C)C)cc2)S(C)(=O)=O)cc1Cl | 0 | 0.0 | 0.8 | 1

Next section:
# | Molecule | MITF inh | FBW7 act | GPR151 activ | TEAD-YAP inh
76 | COc1cc2cc(C)nc(C)c2cc1OC | -3 | 0.1 | 0.0 | -16
77 | COc1ccc(OC)c(S(=O)(=O)Nc2cccc(C(F)(F)F)c2)c1 | 14 | 0.1 | 0.5 | -5
78 | CCCCN(C)Cc1cccc(OC)c1OC | 9 | 0.2 | -0.9 | -1
79 | O=C(c1cccc2ccccc12)n1c(=O)oc2ccccc21 | 10 | 0.6 | 0.2 | -1
80 | CCOC(=O)c1sc2nc(SCc3c(F)cccc3Cl)n(CC3CCCO3)c(=O)c2c1C (stereo not given) | 2 | 0.0 | 1.2 | -2
81 | Cc1nn(-c2ccccc2)c2sc(C(=O)Nc3cc(C(F)(F)F)ccc3Cl)cc12 | 6 | 0.1 | 2.7 | -1
82 | COCCNC(=O)CN(C(=O)CCC(=O)Nc1nccs1)c1ccc2c(c1)OCO2 | -4 | 0.1 | 7.3* | 1
83 | C[C@H](NC(=O)N1CCC2(CC1)OCCc1c2[nH]c2ccccc12)c1ccccc1 | 16 | -0.3 | 0.1 | 2
84 | COC(=O)c1cc(OC)c(OC)cc1NC(=O)c1c(-c2ccccc2)noc1C | -3 | -0.1 | 2.1 | 12
